TTR transcr act – activators of transthyretin transcription; SH-SY5Y TTR promoter Gaussia luciferase, luminescence; 100% = recombinant luciferase protein wells; activation, % at 16.7 µM; hit rate 1.3% among 92,000;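 active = activation above the mean of all tested compounds plus 3 SD, cut at about 9.5% in these data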;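 note: cells exposed to compounds for one day before reading; 0% = median of all test compound wells on the plate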
The depositor's hits bear a star.

SMILES | TTR transcr act
COc1cc(NC(=O)c2cnn3c(C)cc(C)nc23)cc(OC)c1OC | 1.0
Cc1noc(C)c1CSc1ncnc2sc(C)c(C)c12 | -0.4
O=S(=O)(Nc1ccccc1)c1ccc(-c2csnn2)cc1 | -1.4
CCC12CN(C(=O)c3ccc([N+](=O)[O-])cc3)CC(CC)(CN(C(=O)c3ccc([N+](=O)[O-])cc3)C1)C2=O | -0.7
N#Cc1c(SCc2ccc(Cl)cc2)sc(C(=O)c2ccccc2)c1N | 3.0
C/C(=N\Nc1cccc([N+](=O)[O-])c1)c1ccccc1O | 1.2
CCc1ccc(/C=C(\C#N)C(=O)NC2CCS(=O)(=O)C2)cc1 (stereo unspecified) | -1.3
CCOC(=O)c1c(C)oc2ccc(O)c(CN3CCCCC3)c12 | 23*
COc1ccc(N2C(=O)CC(N(CCc3ccc(S(N)(=O)=O)cc3)C(=S)Nc3ccccc3)C2=O)cc1 (stereo unspecified) | 2.8
CC(C)(C)NC(=S)NNC(=O)[C@H]1C[C@@H]1c1ccccc1 | 0.1
CSc1cc(-c2ccccc2)[nH]c(=O)c1C#N | 3.7
CCOC(=O)Cn1c(CN2CCN(c3cccc(Cl)c3)CC2)nc2c1c(=O)[nH]c(=O)n2C | -0.1
O=C(Nn1c(-c2ccc(Br)cc2)nc2ccccc2c1=O)c1ccc([N+](=O)[O-])cc1 | -1.7
CC(C(=O)Nc1cccc([N+](=O)[O-])c1)N1C(=O)NC2(CCCC2)C1=O (stereo unspecified) | 1.3
C=CCNC(=O)c1ccc(S(=O)(=O)CC)c(Cl)c1Cl | 0.2
CCCc1ccc(Oc2cn[nH]c2-c2ccc(O)cc2O)cc1 | 1.9
CCCN1CCC(=O)N([C@H](CSc2ccc(OC)cc2)CC(C)C)CC1 | -2.8
CC(=O)NC1C(=O)N=C(SCC(=O)NCc2ccccc2)NC1=O (stereo unspecified) | 1.1
CC1CC(C)(C)CC2(C1)NC(=O)N(CC(=O)N1CCN(S(=O)(=O)c3cccc(F)c3)CC1)C2=O (stereo unspecified) | 0.8
Cc1ccc(CNC(=O)C2CCCN(c3ncnc4c3nc3n4CCCCC3)C2)cc1 (stereo unspecified) | -2.6
O=C(Cc1ccc(Br)cc1)NCCCn1ccnc1 | 1.7
CC1=C(O)C(=O)C(C2=C(O)C(=O)C(C)=C(O)C2=O)=C(O)C1=O | 1.1
CCCC(=O)OCC(=O)Nc1ccccc1Sc1ccccc1 | 11*
Cc1cccc(C)c1N1C(=O)C2ON(c3ccccc3)C(c3ccncc3)C2C1=O (stereo unspecified) | 1.7
COc1ccc(OCC(=O)NNC(=O)C(=O)Nc2cc(OC)ccc2OC)cc1 | 1.6
CC(C)N(Cc1nc2ccccc2c(=O)[nH]1)C(=O)c1ccc(NC(=O)CSc2nnnn2C)cc1 | -1.2
COc1ccc2nc(C)cc(C(=O)O)c2c1 | -1.2
COC(=O)c1sccc1OCc1cccc(OC)c1 | 0.6
C[C@H](NCc1c[nH]c2ccccc12)c1ccccc1 | -1.3
CCn1c(SCC(=O)Nc2cccc(C)n2)nc2c1c(=O)n(C)c(=O)n2C | 2.1
OCCNC(=S)c1ccccc1 | 4.4
COc1ccc(CNC(=O)CCn2c(=O)oc3ccccc32)cc1 | 1.3
COc1ccc(CC(=O)OCC(=O)NNC(=O)c2ccccc2)cc1 | -1.6
CC(=O)Nc1cccc(/C(C)=N/NC(=O)c2cc(-c3ccncc3)nc3ccccc23)c1 | 4.9
CC(C)Oc1ccc(C2C(C#N)=C(N)Oc3c2oc(CO)cc3=O)cc1 (stereo unspecified) | 1.8
C[C@@H]1CN([C@@H](C)CO)C(=O)CCCn2nncc2CO[C@H]1CN(C)C(=O)Cc1ccccc1 | 0.2
O=C(COc1ccc(C(=O)c2ccc(F)cc2)cc1)Nc1cccc(S(=O)(=O)N2CCOCC2)c1 | -4.8
CCOC(=O)N1CCN(S(=O)(=O)c2ccc(C(=O)Nc3sc4c(c3C#N)CCC4)cc2)CC1 | 4.9
COc1ccc(C(=O)NCC(=O)N/N=C/c2ccc([N+](=O)[O-])o2)cc1OC | 1.7
CNC(=S)N1N=C(c2ccc(C)cc2)CC1c1cc(OC)ccc1OC (stereo unspecified) | 5.5
Cc1ccc(S(=O)(=O)Nc2c(O)c3ccccc3oc2=O)cc1C | -0.2
CCOC(=O)CNC(=O)CSc1nc(-c2ccccc2)ns1 | -1.0
CNC(=O)CSCc1c(F)cccc1Cl | 0.1
COc1cc(C(=O)NC2CCN(Cc3ccccc3)CC2)cc(Cl)c1OC(C)C | -2.5
Cn1cc(/C=C2\SC(=O)NC2=S)c2ccccc21 | -2.0
CCN(C(=O)CCc1nc(-c2ccccc2F)no1)c1cc(OC)ccc1OC | 2.7
CCCCCCCCN1C(=O)[C@@H](CC(=O)NCC2CCCCC2)C[C@@]2(C(=O)OC)C1=C[C@H](C(C)C)O[C@@H]2C1CC1 | 0.7
COc1ccc(OCC(=O)NC2CCCc3ccccc32)cc1 (stereo unspecified) | 2.1
O=C(Cn1nnc(-c2ccccc2F)n1)Nc1ccc2c(c1)OCO2 | 0.3
CCCc1nnc(NS(=O)(=O)c2ccc(C)cc2)o1 | -0.3
CCC1=C([N+](=O)[O-])C(c2ccc3c(c2)OCO3)NC(=O)N1 (stereo unspecified) | -0.7
COC(=O)[C@]1(C)CN(C(=O)OC(C)(C)C)C2=C1C(=O)C[C@](C)(C(=O)OC(C)(C)C)C2 | -0.3
C=CC[C@H](CC(=O)NCCO)C(=O)N[C@H](COC(=O)[C@@H](CC=C)Cc1ccc(F)cc1)Cc1ccccc1 | -4.1
c1ccc(COc2ccc(OCCn3cncn3)cc2)cc1 | -1.0
CCOC(=O)C1CCCN(S(=O)(=O)NC[C@H]2O[C@@H](n3cnc4c(N)ncnc43)[C@H](O)[C@@H]2O)C1 (stereo partly specified) | -1.6
O=C(NC(=O)c1ccccc1O)c1ccc2c(c1)CCO2 | -0.7
O=C1CCCC(O)=C1C1NCCc2ccccc21 (stereo unspecified) | -0.6
CSc1nc(-c2ccccc2)nn1C(=O)c1ccc(Cl)cc1 | -1.3
O=C(Nc1ccccc1-c1ccccc1)NC1CCN(CC(=O)N2CCOCC2)CC1 | -0.9
S=C(Nc1cccc2ccccc12)NN1CCOCC1 | -1.3

The closing two compounds of the part before come first, to join the parts.
SMILES | TTR transcr act
O=C(Nc1ccccc1-c1ccccc1)NC1CCN(CC(=O)N2CCOCC2)CC1 | -0.9
S=C(Nc1cccc2ccccc12)NN1CCOCC1 | -1.3
CCCOc1cccc(C(=O)NCCNC(=O)c2ccc(C)nc2)c1 | -1.1
C/C(=N/OC(=O)c1ccc(C)cc1)C(=O)c1ccc(Br)cc1 | 1.6
O=C(CN1C(=O)C2C3CC(C(Br)C3Br)C2C1=O)Nc1ccc(C(=O)O)cc1 (stereo unspecified) | -1.2
COc1ccc(NC(=O)/C(N=Nc2ccc(Cl)c(S(=O)(=O)Nc3ccc(Cl)cc3)c2)=C(\C)O)cc1 | 2.3
COc1ccccc1Nc1nc2c(s1)CCC2 | -0.8
CC(=O)c1noc(C)c1C(=O)Nc1nccs1 | -3.6
CC(C)Oc1c(Br)cc(Br)cc1/C=N/NC(N)=S | -1.7
Cc1n[nH]c(=O)n1-c1ccc(OCc2ccccc2)cc1 | 2.2
COc1ccccc1NC(=O)CSc1nnnn1-c1ccc2c(c1)OCO2 | 0.1
COC(=O)c1sc(-c2ccc(C(C)(C)C)cc2)cc1NC(=O)CSCC(=O)O | 3.2
COCCC(=O)N1CCC(Oc2ccc(C(=O)NCc3csc(C)n3)cc2)CC1 | 1.0
CCc1ccc(OCCCC(=O)Nc2ccc(N3CCCCC3)cc2)cc1 | -2.3
CCN(C(=O)Cn1c(=O)n2nc(CCn3nc(C)cc3C)nc2c2ccccc21)c1cccc(C)c1 | 1.2
CCC1=NN2C(=N)/C(=C\c3cccn3-c3ccc(OC)cc3)C(=O)N=C2S1 | -4.0
C=CCn1c(SCc2nc3scc(-c4ccccc4)c3c(=O)[nH]2)nnc1-c1ccccc1F | -0.3
O=C(NNC(=O)c1cccc(O)c1)Nc1ccc([N+](=O)[O-])cc1 | -0.4
O=C(NC12CC3CC(CC(C3)C1)C2)c1cc(F)c(F)cc1Cl | -0.2
COc1ccc(NC(=O)c2c(C)nn(-c3ccccc3)c2Cl)cc1 | 1.0
O=C(O)Cn1ccnc1[N+](=O)[O-] | 2.6
CCOC(=O)N1CCC(Nc2c(NCCCN(CC)CC)c(=O)c2=O)CC1 | -0.7

Looked up by structure from the list above:
SMILES | TTR transcr act
O=C(NNC(=O)c1cccc(O)c1)Nc1ccc([N+](=O)[O-])cc1 | -0.4
Cc1ccc(CNC(=O)C2CCCN(c3ncnc4c3nc3n4CCCCC3)C2)cc1 (stereo unspecified) | -2.6
CNC(=S)N1N=C(c2ccc(C)cc2)CC1c1cc(OC)ccc1OC (stereo unspecified) | 5.5

Following part
SMILES | TTR transcr act
Cn1nccc1NC(=O)CC1(CC(=O)O)CCCCC1 | -0.7
COc1ccccc1-c1nnc(SCC(=O)Nc2ccc(S(N)(=O)=O)cc2)n1C | 2.2
CCN(CC)P(=O)(Nc1ccc([N+](=O)[O-])cc1)c1c(C)nn(CCC#N)c1NC(=O)c1ccc(Cl)cc1Cl (stereo unspecified) | 1.5
O=C(Nc1nc(-c2ccccc2)cs1)Nc1ccc(F)cc1F | -2.1
CC(C)C[C@@H](CN1CCC[C@@H]1CN1C(=O)C(=O)NC[C@@H]1Cc1ccccc1)N1C[C@H](Cc2ccc(O)cc2)N(CCc2ccccc2)C(=O)C1=O | -1.8
Cc1cccc(C(=O)N[C@@H]2CC[C@@]34CCCN3C(=O)CCC[C@H]4[C@H]2C)c1 | -0.5
Cn1ncc2c(N)nc(NCCO)nc21 | 2.8
CCn1cc(CN2CCN(CCc3ccccc3)C(CCO)C2)c(C)n1 (stereo unspecified) | -0.7
N#Cc1cc2cc(Cl)ccc2[nH]c1=O | -0.8
Cc1ccc(S(=O)(=O)Nc2ccccc2-c2ccccc2NS(=O)(=O)c2ccc(C)cc2)cc1 | -13
CN(C)c1nc(N2CCN(c3ccccc3)CC2)c(C#N)c(=O)o1 | 2.2
Cc1cc(NS(=O)(=O)c2ccc(NC(=O)Nc3cccc(C(F)(F)F)c3)cc2)no1 | 5.0
COC(=O)c1ccccc1NC(=O)COc1ccc(S(=O)(=O)N2CCCC2)cc1C | 3.5
Oc1cccc(Nc2nc(-c3ccccc3)nc3ccccc23)c1 | -1.2
O=C(NNS(=O)(=O)c1ccc(Cl)cc1Cl)c1cc2ncc(C(F)(F)F)cc2s1 | -0.1
CC(C)Oc1ccc(Cc2n[nH]c(=S)n2Cc2ccccc2)cc1Cl | -0.5
O=C(NN=C1CCCC1)c1n[nH]c2c1CCCC2 | -0.6
COc1ccc(N(CC(=O)Nc2cccc(N(C)S(C)(=O)=O)c2)S(C)(=O)=O)cc1OC | 2.1
CC1(C)O[C@@H]2[C@H](O1)[C@@H](CO)O[C@H]2n1cnc2c(N)ncnc21 | 1.6
C[C@H](CO)N1C[C@H](C)[C@@H](CN(C)C(=O)Nc2ccc3c(c2)OCO3)Oc2c(NC(=O)c3ccncc3)cccc2C1=O | 0.2
O=C(c1cc([N+](=O)[O-])ccc1Cl)N1CCN(c2ccccn2)CC1 | 2.4
Cc1nc2c(C)cccc2c2c1COC2 | -0.8
CCc1cc(-c2nnn(CCC3COCCO3)c2CC)cc(CC)c1-c1cn(Cc2ccc3ccccc3c2)nn1 (stereo unspecified) | -2.8
N#Cc1ccc(CSc2nnc(-c3ccccn3)n2-c2ccc(Cl)cc2)cc1 | 28*
CN(CC(=O)NC(=O)NC(C)(C)C)CC(=O)Nc1ccccc1Cl | 3.3
CN1CCN(C(=O)c2cc(S(=O)(=O)Nc3ccccc3F)c(Cl)cc2Cl)CC1 | 2.3
Clc1ccc(-c2noc3c2-c2nc(Cc4cccc5ccccc45)sc2CC3)cc1 | 0.2
CCN(CC)CCn1c(NCc2ccc3c(c2)OCO3)nc2ccccc21 | -1.3
COc1cc(CNC2CCCC2)cc(Cl)c1OCc1ccccc1F | -1.9
CCOc1ccccc1OCCOCCOc1ccccc1[N+](=O)[O-] | 2.3
COC(=O)[C@@]1(Cc2ccc(OC)cc2)[C@H]2c3cc(C(=O)N4CCCC4)n(CCO)c3C[C@H]2CN1C(=O)c1ccccc1 | 0.7
Cc1cc(C)c(C(=O)CSc2nnc(N)s2)cc1C | 4.2
CCNS(=O)(=O)c1ccc(NC(=O)Nc2cccc(C(F)(F)F)c2)cc1 | -0.4
Cc1ccc(N(CC(=O)N2CCOCC2)S(C)(=O)=O)cc1 | 1.3
O=C(C(NS(=O)(=O)c1cccs1)c1ccccc1)N1CCN(c2ccccc2)CC1 (stereo unspecified) | -2.4
Cc1ccc2nc(C)cc(C(=O)NC3CCCCCC3)c2c1 | 1.4
COC(=O)[C@]1(Cc2ccccc2)N[C@H](c2ccc(-c3cc(C(C)=O)cs3)cc2)[C@@H]2C(=O)N(C)C(=O)[C@@H]21 | 1.7
CCC1(C)Cc2ccccc2C(=S)N1 (stereo unspecified) | 9.7*
C[C@H]1[C@@H](OC(=O)NC2CCCCC2)CC[C@@]23CCCN2C(=O)CCC[C@@H]13 | 0.7
CC(C)(C)c1ccc(C(=O)NC(=S)Nn2cnnc2)cc1 | -0.6
O=C(c1cc(-c2cccs2)on1)N1CCOCC1 | 2.2
CC1=[N+](CC(=O)NC(C)(C)C)CCc2ccccc21 | 0.8

Five compounds from above, sorted by heavy-atom count, high to low:
SMILES | TTR transcr act
O=C(C(NS(=O)(=O)c1cccs1)c1ccccc1)N1CCN(c2ccccc2)CC1 (stereo unspecified) | -2.4
C[C@H]1[C@@H](OC(=O)NC2CCCCC2)CC[C@@]23CCCN2C(=O)CCC[C@@H]13 | 0.7
CC(C)(C)c1ccc(C(=O)NC(=S)Nn2cnnc2)cc1 | -0.6
Cc1cc(C)c(C(=O)CSc2nnc(N)s2)cc1C | 4.2
CCC1(C)Cc2ccccc2C(=S)N1 (stereo unspecified) | 9.7*

Single values from the results shown.
TTR transcr act, `CCC1(C)Cc2ccccc2C(=S)N1` (stereo unspecified) is entered as 9.7*
TTR transcr act, `CCNS(=O)(=O)c1ccc(NC(=O)Nc2cccc(C(F)(F)F)c2)cc1` is entered as -0.4
TTR transcr act, `CC1CC(C)(C)CC2(C1)NC(=O)N(CC(=O)N1CCN(S(=O)(=O)c3cccc(F)c3)CC1)C2=O` (stereo unspecified) is entered as 0.8
TTR transcr act, `CCCN1CCC(=O)N([C@H](CSc2ccc(OC)cc2)CC(C)C)CC1` is entered as -2.8

Only part of the results is shown. The share of hits here may be higher or lower than overall.
